PTEN del growth – growth suppressors of cells with PTEN tumor suppressor deletion; AID 827; 140,000 compounds, 1.2% hits; viability, % at 10 µM; HCT116 PTEN-null viability, CellTiter-Glo, 60 h; active compounds read low;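 active means viability at or below a set limit, 4 SD under the median of all tested compounds, cut at about 3.7% in these data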;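 further: PTEN knockout HCT116 line with beta catenin targeted HCT116 as companion control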
MRP1 act – activators of MRP-1 | H69AR cells + doxorubicin, viability rescue, CellTiter-Glo | viability increase, % at 10 µM | 140,000 compounds, 0.61% hits | AID 799;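 active means viability gain under doxorubicin at or above a set limit, the compound median plus 3 SD, cut at about 4.7% in these data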;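 further: MRP-1 overexpressing cells given doxorubicin 25 µM after compound pretreatment; 18-22 h compound pretreatment then 72 h with doxorubicin before readout; 0% = doxorubicin-only wells and 100% = vehicle-treated cells without doxorubicin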
BB579 growth dn – chemicals that inhibit yeast BB579 growth in restrictive medium (lifespan-shortening candidates); 140,000 compounds, 0.51% hits; AID 804; inhibition, % at 10 µM; S. cerevisiae BB579 growth, OD615, 48 h;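 active means inhibition above a set limit, 3 SD over the mean compound inhibition, cut at about 44% in these data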; further: inactives centre near -24
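Test system: S. cerevisiae DeaD strain BB579 yeast; Medium: restrictive CSMM-D medium; Compound: one dose, 10 µM compound with 0.25% DMSO; Incubation: 4 h cell preincubation, 48 h compound exposure, 30 °C humidified; Signal: OD at 615 nm; Benchmarks: amphotericin B at 10 µg/mL as positive control.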
Yeast lifespan up – yeast lifespan extension | 130,000 compounds, 0.68% hits | inhibition of the nicotinamide effect, % at 10 µM | S. cerevisiae growth with nicotinamide, OD615; deaD strain in restrictive glucose medium | AID 775;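 active means inhibition above a set limit, placed 3 SD over the median of all compounds, cut at about 26% in these data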;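 further: 0% = nicotinamide-treated wells and 100% = cells grown without nicotinamide; some compounds called inactive have numbers as strong as hits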
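Material: Modified budding yeast, DeaD strain | Medium: Restrictive glucose medium | Probe or stimulus: 1.5 mM nicotinamide | Dosing: Single dose 10 µM compound, 0.25% DMSO | Times: 48 h at 30 °C | Technique: OD615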
bCat KO growth – beta-catenin-lacking colon tumor cell growth suppression; HCT116 beta-catenin knockout viability, CellTiter-Glo, 60 h; active compounds read low; viability, % at 10 µM; 140,000 compounds, 1.5% hits; AID 818;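 active means viability at or under a set limit, the compound median less 4 SD, cut at about 6% in these data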;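 further: 0% = Hyamine 1622 control at 20 µM and 100% = untreated cell control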
NPY-Y2 antag – blocks the human neuropeptide Y Y2 receptor; P49146; NPY-Y2 expressing cells, antagonist mode; inhibition, % at 2.7 µM; 140,000 compounds, 0.99% hits; AID 793; in the data active means inhibition above about 17%;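 further: 0% = vehicle with agonist challenge and 100% = reference antagonist with challenge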
Target sequence (P49146 whole entry, looked up): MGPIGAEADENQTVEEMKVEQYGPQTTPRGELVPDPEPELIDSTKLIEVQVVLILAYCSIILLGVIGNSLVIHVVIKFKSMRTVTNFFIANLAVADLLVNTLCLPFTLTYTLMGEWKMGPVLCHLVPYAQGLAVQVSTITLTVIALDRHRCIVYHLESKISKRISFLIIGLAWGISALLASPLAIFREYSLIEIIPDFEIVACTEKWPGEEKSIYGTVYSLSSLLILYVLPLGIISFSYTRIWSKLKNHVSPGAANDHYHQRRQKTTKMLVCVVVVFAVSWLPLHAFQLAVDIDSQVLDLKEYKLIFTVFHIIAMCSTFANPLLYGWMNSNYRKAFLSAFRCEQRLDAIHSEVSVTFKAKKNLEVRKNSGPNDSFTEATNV
Phagocytosis inh – blocks phagocytosis by macrophages | J774A.1 macrophage IgG-bead phagocytosis, imaging | inhibition, % at 5 µM | 110,000 compounds, 0.07% hits | AID 1029;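 active means inhibition above the mean of the plate negative controls plus 5 SD, cut at about 13% in these data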;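 further: phagocytic index as fraction of beads internalized from green versus red external bead signal; plate controls were DMSO negative control for no effect and cytochalasin-D positive control for full effect; some results beyond the cut were filed as inactive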
E-sel TNF inh – blocks E-selectin expression induced by TNF alpha; HUVEC TNFa-induced E-selectin immunofluorescence, high content; inhibition, % at 2 µM; 120,000 compounds, 0.71% hits; AID 1246;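 active means inhibition above the batch mean plus 3 SD, and confirmed as a hit on visual image review, cut at about 43% in these data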;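 further: 0% = TNF-stimulated DMSO wells and 100% = unstimulated control wells; not every result past the cut was called active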
Measles CPE – protection of cells from measles virus | protection (pct of control), % at 4 µM | Measles virus-infected cells, CPE protection, absorbance | 140,000 compounds, 1.5% hits; in the data active means protection mostly above about 24%, no sharp cut-off; inactive means mostly below about 26%; further: some compounds called inactive have numbers as strong as hits
GALR2 antag – GALR2 (human) receptor antagonism | O43603 | inhibition, % at 4 µM | GALR2-expressing cells, antagonist mode | 140,000 compounds, 0.39% hits | AID 828; in the data active means inhibition above about 27%;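 further: cells stimulated with galanin 1-16 at roughly its EC80; 0% = agonist challenge control and 100% = basal control without agonist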
Target sequence (O43603 whole entry, looked up): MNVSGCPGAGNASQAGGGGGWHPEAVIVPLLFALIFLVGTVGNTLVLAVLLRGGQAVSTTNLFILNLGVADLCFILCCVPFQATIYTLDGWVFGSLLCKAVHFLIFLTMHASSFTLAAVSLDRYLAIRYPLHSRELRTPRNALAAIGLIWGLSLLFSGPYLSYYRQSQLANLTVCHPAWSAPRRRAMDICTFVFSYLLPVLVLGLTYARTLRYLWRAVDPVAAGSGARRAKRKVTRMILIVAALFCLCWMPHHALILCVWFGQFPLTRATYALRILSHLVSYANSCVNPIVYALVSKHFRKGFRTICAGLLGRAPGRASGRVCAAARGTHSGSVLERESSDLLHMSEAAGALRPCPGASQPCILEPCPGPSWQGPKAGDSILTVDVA
* = called active by the depositor; . = no result given; & = joins results of further samples.

SMILES	PTEN del growth	MRP1 act	BB579 growth dn	Yeast lifespan up	bCat KO growth	NPY-Y2 antag	Phagocytosis inh	E-sel TNF inh	Measles CPE	GALR2 antag
CCOc1ccc(N(C)S(=O)(=O)c2ccc3[nH]cc(C(=O)NCC4CCCO4)c(=O)c3c2)cc1 (stereo not given)	80.8	-2.3	-13.0	-5.8	71.1	7.0	2.0	-17.8	1.9	3.1
Cc1c(NC(=O)CN2CCN(C(c3ccccc3)c3ccccc3)CC2)c(=O)n(-c2ccccc2)n1C	105.8&91.4	-1.6	-37.7	-2.9	91.9	2.2	-1.3	-8.7	3.4	0.1
COc1cc(NC(=O)CN(C)S(=O)(=O)c2ccc(C)cc2)cc(OC)c1	100.9	-1.6	-29.5	-8.0	91.5	1.0	6.5	-10.7	0.5	-2.3
O=C(Nc1nc2ccccc2n1Cc1ccccc1)c1ccc(COc2ccccc2[N+](=O)[O-])o1	19.5	-4.8	-10.9	-6.8	11.2	1.7	.	-1.4	4.8	-5.6
CCn1c(C(=O)N2CCC(C(=O)NCCCSC3CCCCC3)CC2)cc2sccc21	59.1	-1.5	-61.5	-9.1	56.3	14.0	0.0	.	5.2	3.1
CCOC(=O)CSc1nnc(CNc2cccc(Cl)c2)n1C	98.2	-1.8	-23.0	.	90.5	1.6	.	6.5	5.7	-4.9
c1ccc(-c2nnc(CSc3nnc(-c4cccs4)o3)o2)cc1	75.1	-4.0	-32.1	-5.6	75.7	6.7	.	-39.4	4.4	-0.6
CCC(CO)NC1=C([N+](=O)[O-])C(=O)CC(C)(C)C1 (stereo not given)	94.7	-1.8	-10.1	7.6	94.0	1.4	-9.0	-1.1	21.7	-5.6
O=C(NCc1cccnc1)c1ccc(CS(=O)(=O)Cc2ccc(Cl)cc2)o1	102.2	-1.4	-28.2	-11.0	98.5	3.1	-1.5	-5.6	6.1	2.6
CSc1ccc(S(=O)(=O)Nc2ccc(N3CCOCC3)c(Cl)c2)cc1	96.8	-1.1	-34.4	-13.3	75.7	4.8	-0.2	.	4.9	-8.7
Cc1cccnc1NC(=O)COc1ccc2oc3c(c2c1)CCCC3	98.2	-1.1	-12.2	-5.6	89.8	6.9	.	16.2	17.4	11.4
O=C(NC1CCS(=O)(=O)C1)Oc1ccc(Cl)cc1 (stereo not given)	97.6	-1.5	-21.6	-3.6	97.7	1.6	0.1	-0.1	6.7	-4.3
CCOc1ncccc1C(=O)Nc1ccc2c(C)cc(=O)oc2c1	96.9	-1.6	-56.3	-12.2	85.9	3.1	4.2	.	10.1	11.8
Cc1cc(C(=O)Nn2c(C3CCCCC3)nc3ccccc3c2=O)ccc1[N+](=O)[O-]	94.3	-2.4	-23.9	6.6	82.0	-1.3	-4.2	.	27.7	6.4
COc1ccc(NC(=O)c2cc(S(=O)(=O)N(C)C)ccc2N2CCCC2)cc1Cl	79.7	-1.2	-13.4	1.1	91.5	3.1	5.2	.	19.7	28.3*
O=C(O)COc1cccc2ccccc12	100.0	-2.2	-38.5	-7.1	102.2	12.7	0.7	16.8	4.1	4.2
Cc1ccc(Cn2ccc(NC(=O)c3nc4ncccn4n3)n2)cc1	95.0	-0.4	2.2	-12.3	106.0	-0.7	-1.0	-19.2	39.4*	3.7
CC(C)Oc1ccc2c3c(c(=O)oc2c1)CCC3	79.5	0.3	-23.5	-19.0	89.3	1.9	0.6	-4.5	2.7	-9.6
O=C(CN1C(=O)c2cccc3cccc(c23)C1=O)N1CCCCCC1	90.6	-0.6	-0.7	-1.8	103.8	2.2	.	-10.2	33.7	-2.2
CC(=O)/C(=C\Nc1ccc(OCc2ccccc2)cc1)c1ccccc1	87.1	1.6	-69.8	-15.7	82.6	3.1	0.6	23.3	11.1	5.6
COc1ccc(OC)c(NC(=O)C2C3CCC(C3=C(C)C)C2C(=O)O)c1 (stereo not given)	104.5	-4.2	-5.7	-11.2	93.7	0.7	-0.4	6.4	4.0	5.8
O=C(NCc1ccco1)c1nn2c(C(F)(F)F)cc(-c3cccs3)nc2c1Br	89.2	-2.0	-57.5	-8.7	83.9	1.9	0.9	12.4	29.7	5.0
COc1nc(OC)nc(N2CCC(NC(=O)C(Cc3ccc(C(C)C)cc3)NC(C)=O)CC2)n1 (stereo not given)	99.9	-2.1	-8.0	7.7	82.2	-0.2	0.5	-8.0	30.3	7.8
CCc1cc2c(=O)[nH]c(Cc3ccccc3)nc2s1	96.1	-1.1	-53.2	-12.7	86.3	5.4	-2.0	-2.0	6.0	10.2
CCOC(=O)N1CCN(C(=O)C(C)N(c2ccc(Oc3ccccc3)cc2)S(C)(=O)=O)CC1 (stereo not given)	44.7	-3.1	-27.5	-5.2	49.1	4.1	-4.3	-5.0	2.2	13.1
Cc1cc(/C=N/n2cnnc2)c(C)n1-c1ccc(OCc2ccc(Cl)cc2)cc1	6.1	-3.7	7.8	-7.1	5.3*	9.7	1.9	-6.7	47.7*	44.6*
[O-][N+]1=c2ccc(Nc3ccccc3)cc2=NC12CCCCC2	1.1*	-5.7	-23.8	-20.5	1.6*	1.2	2.9	5.0	5.2	11.9
COc1ccc(-c2cc(C(F)(F)F)n3nc(C(=O)N4CCCCC4)cc3n2)cc1	105.0	0.2	-24.7	-7.8	98.7	2.1	.	.	7.9	-9.1
CCC(=O)OCCCCCCOc1ccc(C(=O)O)cc1	89.8	-0.4	-26.1	20.1	82.2	-0.8	0.3	.	0.8	-1.8
CC(C)n1c(N2CCN(CC(=O)Nc3ccc4c(c3)OCCO4)CC2)nc2ccccc21	82.5	-1.3	-40.3	-5.9	89.4	0.6	-4.0	.	8.5	-3.0

Three entries out of the list, arranged by number of heavy atoms, largest number first:
SMILES	PTEN del growth	MRP1 act	BB579 growth dn	Yeast lifespan up	bCat KO growth	NPY-Y2 antag	Phagocytosis inh	E-sel TNF inh	Measles CPE	GALR2 antag
COc1ccc(OC)c(NC(=O)C2C3CCC(C3=C(C)C)C2C(=O)O)c1 (stereo not given)	104.5	-4.2	-5.7	-11.2	93.7	0.7	-0.4	6.4	4.0	5.8
CCC(=O)OCCCCCCOc1ccc(C(=O)O)cc1	89.8	-0.4	-26.1	20.1	82.2	-0.8	0.3	.	0.8	-1.8
CCc1cc2c(=O)[nH]c(Cc3ccccc3)nc2s1	96.1	-1.1	-53.2	-12.7	86.3	5.4	-2.0	-2.0	6.0	10.2

The list continues.
SMILES	PTEN del growth	MRP1 act	BB579 growth dn	Yeast lifespan up	bCat KO growth	NPY-Y2 antag	Phagocytosis inh	E-sel TNF inh	Measles CPE	GALR2 antag
Clc1ccc2[nH]cc(-c3nnnn3-c3ccc4ccccc4c3)c2c1	25.5	-1.5	-29.6	-7.3	34.5	-2.3	-0.5	.	9.7	11.7
Cc1ccc(NC(=O)/C(=C\c2cccs2)NC(=O)c2ccccc2)cc1	92.4	-2.1	6.8	0.2	100.6	3.4	-10.8	-13.9	5.2	7.1
O=C(c1cccc(S(=O)(=O)Nc2cccc(C(F)(F)F)c2)c1)N1CCCCC1	97.8	-1.0	-19.5	6.3	95.8	2.4	-11.2	-25.8	26.5	-0.8
O=C1/C(=C/c2cccc(F)c2)CSc2sccc21	74.6	-1.6	-26.5	-14.8	77.8	1.4	-2.4	-7.1	4.9	1.7
CCc1ccc(NC(=O)NCCN2CCc3ccccc3C2)cc1	82.9	-3.6	-24.5	-7.0	84.4	1.6	.	-11.2	4.2	7.5
N#C/C(=N\Nc1cccc2ccccc12)c1nnc2n1CCCCC2	88.9	1.5	-8.1	-1.7	95.9	-0.9	13.0	.	20.6	18.1
COc1ccc(NCc2nnc(SCC(=O)Nc3cc(C)cc(C)c3)o2)cc1	102.5	-1.1	-34.0	-9.9	96.5	2.8	0.4	-5.8	1.6	-10.8
Cc1ccc[n+](/C(C(=S)NCc2ccco2)=C(/[O-])c2ccccc2Cl)c1	92.9	-1.3	1.3	-3.8	86.9	2.3	0.6	18.4	17.1	6.6
COc1cc(-c2cc(OC)c3c(C)oc(C)c3c(=O)c2)ccc1O	55.3	-5.2	-10.0	-3.4	46.8	10.1	0.0	23.8	9.6	4.3
O=C(CCCC(=O)N(CC(=O)NC1CCCC1)C1CCCC1)Nc1ccccn1	103.0	-0.9	-47.5	5.3	101.3	-0.1	0.1	-5.0	69.7*	3.8
CC(C)(C)n1nnnc1C(c1cc2cc3c(cc2[nH]c1=O)OCO3)N1CCN(c2ccccc2)CC1 (stereo not given)	94.6	-1.7	17.2	-19.7	78.3	-2.2	-2.2	1.4	1.6	7.3
CC1CN(S(=O)(=O)c2ccc(C(=O)Nc3nc(-c4cc5ccccc5o4)cs3)cc2)CC(C)O1 (stereo not given)	14.7	-5.3	-38.8	2.6	9.0	0.8	-12.1	.	4.9	1.1
CCOC(=O)c1c(C)n(C)c2ccc(OC(=O)c3ccco3)cc12	95.1	0.1	-33.5	-10.1	96.2	-0.5	-0.1	-9.3	5.5	6.9
CSc1cccc(NC(=O)c2ccco2)c1	88.6	-3.4	-37.2	-36.8	98.5	2.0	-0.5	2.7	6.5	2.7
O=C(CCC1CCCCC1)N1CCN(Cc2ccc3c(c2)OCO3)CC1	84.0	-1.2	-2.9	-16.9	91.8	3.9	-0.3	-1.1	37.0	-4.9
O=C(NCc1ccco1)c1cc2nc(-c3ccc4c(c3)OCO4)cc(C(F)(F)F)n2n1	94.0	-2.5	-48.6	-5.4	95.2	7.5	0.8	9.8	3.1	-2.2
C=C(Br)Cn1c(CC)nc2ccccc21	98.4	-3.2	-12.9	-7.4	97.5	2.3	-3.6	-15.2	0.6	5.6
CCn1c(=S)[nH]c2ccccc21	87.7	-1.2	11.2	-1.6	96.3	-0.4	2.2	13.9	3.5	5.8
CSc1nc(-c2ccc(Cl)cc2)nn1S(=O)(=O)c1ccccc1	104.4	0.1	-24.2	.	103.7	7.2	.	2.0	5.7	2.5
CCc1ccc(C2C3=C(CC(C)(C)CC3=O)OC3=C2C(=O)CC(C)(C)C3)cc1	89.5	-0.5	-37.7	2.1	83.7	2.3	-1.5	.	6.8	15.8
CC(CN1CCCCC1)OC(=O)c1ccc(Cl)cc1 (stereo not given)	98.6	-1.1	4.6	-5.0	104.6	3.7	-0.5	-5.6	12.3	-4.1
COCCNC(=O)c1ccc(NS(C)(=O)=O)cc1	93.6	-2.0	-9.7	1.4	99.8	-0.7	2.5	3.1	4.2	-2.3
Cc1ccc(N2C(=O)c3ccc(C(=O)N4CCN(c5ccccc5F)CC4)cc3C2=O)cc1	93.4	-1.3	1.2	-8.1	92.0	10.1	0.0	-14.2	0.3	6.0
CNc1ccc(/C=C/C(=O)c2ccc3c(c2)OCCO3)cc1[N+](=O)[O-]	15.0	-4.9	-42.1	-2.3	13.1	5.5	-2.8	7.2	7.0	-2.8
N#Cc1c(-c2ccccc2)cc(-c2ccccc2)nc1SCc1nnc(-c2ccccc2)o1	79.9	-3.2	-21.6	-1.8	86.3	2.3	.	-0.1	17.2	12.1
Cc1cnc(NC(=O)CSc2nnc(Cc3ccccc3)o2)s1	103.5	-0.7	-91.8	-3.3	94.0	1.6	.	-8.5	14.0	-7.5
CCCNC(=O)COC(=O)c1cccnc1Nc1ccccc1F	94.9	-1.2	-49.1	-3.9	94.4	-0.6	-10.5	19.1	5.9	3.2

Screening data: PubChem, several laboratories
